Lamin A splicing: LMNA splicing modulation | HeLa LMNA splicing GFP/RFP minigene ratio, 48 h | Potency, µM (series often up to 46.1 µM), for inactives: at the highest dose ratio change, negative = inhibition, actives largely listed as inhibitors | 0.01% of 200,000 active | AID 1487; active means well fitted inhibition curve with a large enough effect in the signal ratio, with a control signal flat, not every such curve was filed as active; inconclusive means small, poorly fitted or top-dose-only effect, or effect the other way, or a change in a side signal; the % refers to the signal ratio; further: potency means the concentration at half of the fitted maximal effect; on the % scale 0 is the no-effect control and ±100 the full control effect
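S3 HeLa cells stably expressing lamin A-EGFP splicing minigene plus DsRed2, 600 cells/well, 48 h compound exposure at 37C. Laser-scanning cytometry; analysed as GFP (500-530 nm)/RFP (575-640 nm) total intensity ratio; 0.5% DMSO vehicle.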
HttQ103 aggreg: inhibitors of mutant huntingtin aggregate formation in PC12 cells; 1.1% of 220,000 active; PC12 HttQ103-GFP aggregates, Acumen cytometry, 40 h; AID 1688; Potency, µM (highest dose often 46.1 µM), for inactives: top-dose activity change, negative = inhibition, hits mostly inhibitors; further: potency means the concentration at half of the fitted maximal effect; on the % scale 0 is the no-effect control and ±100 the full control effect; nearly all actives have a fitted effect of over 60% in size
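Compounds (qHTS titration) were added to PC12 cells expressing an ecdysone-driven HTT exon 1 Q103–GFP fusion after induction with 100 nM tebufenozide. Aggregate formation was measured as GFP objects in cell lysates.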
CBFb-RUNX1 inh: CBF-beta/RUNX1 interaction disruption; Q01196+Q13951; AlphaScreen CBFb-His/RUNX1-biotin binding, biochemical; Potency, µM (series often up to 59.8 µM), for the others: top-dose activity, negative = inhibition, most hits filed as inhibitors; 230,000 tested, under 10 active; AID 1477; further: % of control where 0% means no effect
Target sequence (Q01196 whole entry, looked up): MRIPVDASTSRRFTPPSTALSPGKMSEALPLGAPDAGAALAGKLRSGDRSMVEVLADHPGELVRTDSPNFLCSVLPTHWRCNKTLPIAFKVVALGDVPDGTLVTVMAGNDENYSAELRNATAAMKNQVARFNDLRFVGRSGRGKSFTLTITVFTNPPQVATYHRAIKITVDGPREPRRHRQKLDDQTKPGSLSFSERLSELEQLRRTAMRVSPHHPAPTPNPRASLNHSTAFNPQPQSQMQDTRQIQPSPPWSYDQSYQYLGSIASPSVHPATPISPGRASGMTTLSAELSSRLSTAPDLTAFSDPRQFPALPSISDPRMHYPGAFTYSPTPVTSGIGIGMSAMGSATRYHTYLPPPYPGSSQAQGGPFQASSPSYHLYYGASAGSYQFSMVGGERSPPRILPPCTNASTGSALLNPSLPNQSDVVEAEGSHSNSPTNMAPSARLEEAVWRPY
Target sequence (Q13951 whole entry, looked up): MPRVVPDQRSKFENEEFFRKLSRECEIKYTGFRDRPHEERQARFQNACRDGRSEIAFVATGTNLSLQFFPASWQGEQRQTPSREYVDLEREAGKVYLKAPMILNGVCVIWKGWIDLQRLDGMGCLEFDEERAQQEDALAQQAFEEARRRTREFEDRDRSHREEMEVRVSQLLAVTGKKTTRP
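AlphaScreen proximity signal reports loss of binding between His-tagged CBF-beta and biotin-labelled RUNX1, each at 30 nM. Proteins are pre-associated for 20 minutes, compounds added for 15 minutes, then beads for 90 minutes, all at ambient temperature.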
NPSR antagonist: neuropeptide S receptor (human) antagonism, cAMP. Q6W5P4. CHO-NPSR cells, cAMP TR-FRET, antagonist mode. Potency, µM (highest dose often 38.3 µM), for the others: at the highest dose activity change, negative = inhibition, usual class: inhibitors. 1% of 220,000 active. AID 1461; further: potency means the concentration at half of the fitted maximal effect; on the % scale 0 is the no-effect control and ±100 the full control effect; nearly all actives have a fitted effect of over 50% in size; many of its hits are not listed in these tables
Target sequence (Q6W5P4 whole entry, looked up): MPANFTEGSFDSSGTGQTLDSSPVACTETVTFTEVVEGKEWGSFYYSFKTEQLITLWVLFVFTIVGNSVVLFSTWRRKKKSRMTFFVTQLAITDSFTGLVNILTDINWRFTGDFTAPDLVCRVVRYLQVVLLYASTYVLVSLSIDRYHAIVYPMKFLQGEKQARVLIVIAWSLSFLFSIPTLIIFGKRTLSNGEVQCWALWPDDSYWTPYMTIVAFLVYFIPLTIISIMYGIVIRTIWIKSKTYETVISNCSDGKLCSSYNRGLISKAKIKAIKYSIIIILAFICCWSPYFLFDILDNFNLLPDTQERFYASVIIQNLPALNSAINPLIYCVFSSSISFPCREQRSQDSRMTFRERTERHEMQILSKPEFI
IMPase Li cell: cell-permeable IMPase inhibitors with lithium potentiation | CHO-M1 cells, IP1 TR-FRET (IP-One), carbachol + lithium | Potency, µM (series often up to 59.4 µM), inactives show top-dose activity, negative = IMPase inhibition, most hits filed as inhibitors | 0.35% of 210,000 active;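 further: IP1 builds up when IMPase is blocked and the TR-FRET signal falls; potency means the concentration at half of the fitted maximal effect; plate controls were basal vehicle for no effect and high inhibitor control for full effect; nearly all actives have a fitted effect of over 50% in size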
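CHO cells stably expressing M1 receptor (2000/well) were cultured 16–30 h, then exposed to compounds with a small lithium addition for 30 min at 37C. IP1 was measured by TR-FRET competition; AC50 from Hill fits.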
Epigenetic derep: epigenetic control regulation, reporter derepression; Potency, µM (titrated, usually from 53.9 µM), for inactives: at the top dose GFP activation, usual class: activators; AID 1865; 0.2% of 280,000 active; murine LDR cells, GFP reporter derepression, 30 h; further: potency means the concentration at half of the fitted maximal effect; % of control where 0% means no effect; nearly all actives have a fitted effect of over 60% in size
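Derepression of a silenced CMV-GFP reporter in murine LDR cells is scored by enumerating GFP-positive cells with a laser-scanning microplate cytometer after 30 hours of treatment at 37 C.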
KinaseGlo FLuc: blocks Kinase-Glo luciferase, a counter-screen artifact; Q27757; Kinase-Glo luciferase, ATP luminescence, 8 min; Potency, µM (top dose mostly 38.3 µM), without a hit: top-dose activity change, negative = inhibition, hits mostly inhibitors; 0.28% of 200,000 active; further: potency means the concentration at half of the fitted maximal effect; on the % scale 0 is the no-effect control and ±100 the full control effect; nearly all actives have a fitted effect of over 60% in size
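Light output from Kinase-Glo luciferase with luciferin and 10 uM ATP in 50 mM imidazole pH 7.2, KCl, MgCl2, Tween 20, BSA; compound pin-delivered, 8-min ambient incubation, then luminescence read.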
Numbers without * were called inactive; u = inconclusive; x = not tested or not shown; & = joins results of further samples; [ ] = another dose, or the depositor's remark. Unless noted, the call rests on the fitted dose curve; in most records, active means well fitted curve in the direction sought with a large enough effect; inconclusive means small, poorly fitted or top-dose-only effect, or another doubt; inactive means no such curve, though single readings can be large; an effect the other way counts as inactive or inconclusive. These rows are one share of the data; the hit share may differ from the screen's.

canonical_smiles,Lamin A splicing,HttQ103 aggreg,CBFb-RUNX1 inh,NPSR antagonist,IMPase Li cell,Epigenetic derep,KinaseGlo FLuc
CC[C@H]1C2CC3[C@@H]4N(C)c5ccccc5[C@]45C[C@@H](C2[C@H]5O)N3[C@@H]1O (some centres undefined),x,x,9%[21.7 µM],x,13%,-1.6%,0%
O=c1c2ccccc2nc(/C=C/c2ccc(F)cc2)n1-c1ccccn1,x,7%[9.22 µM],9%,17%,x,1.6%,x
O=c1[nH]c(=S)n(-c2ccccc2F)c(O)c1C=NCc1ccco1,2%,11%,2%,10%,-4%,2.1%,0%
O=C1NC(=S)NC(=O)C1C1CCCCC1,x,-13%[9.22 µM],20%,-11%,x,-1.1%,x
CCCCn1c(O)c(C(C)=NCCN2CCCCC2)c(=O)[nH]c1=O,-3%,-3%,1%,-15%[7.67 µM],3%[38.3 µM],2.0%,-5%
CCOC(=O)c1cccc(NC2c3ccccc3C(=O)N2Cc2ccco2)c1 (centres undefined),u,-13%,-4%,-12%[46.1 µM],31%[38.3 µM],0.0%,2%
O=c1[nH]c(O)c(C=NCCc2ccccc2)c(=O)[nH]1,x,-9%[9.22 µM],11%,10%,x,1.0%,x
COc1cc(/C=C2\C(=O)NC(=O)N(c3ccccc3)C2=O)cc(OC)c1O,9%,-13%,6%,-23%[46.1 µM],17%[38.3 µM],-1.0%,-8%
Nc1nonc1C(=O)N/N=C/c1ccc([N+](=O)[O-])o1,x,19%,-11%,-14%,5%,7.7%,-2%
CCCCC1(C2CCCC2)Cc2cc(OCCCC(=O)O)c(Cl)c(Cl)c2C1=O (centres undefined),x,x,14%&1%,x,7%,1.1%,-2%
Cc1ccc(C2CC(=O)C(C=NCCN3CCN(C(=O)Cc4ccccc4)CC3)=C(O)C2)cc1 (centres undefined),-4%,-6%,1%,-15%[46.1 µM],-9%[38.3 µM],0.8%,-2%
C=CCn1c(O)c(C(C)=NCCC(c2ccccc2)c2ccccc2)c(=O)[nH]c1=O,-10%,33%,-4%,-26%,10%,1.0%,0%
Cc1ccccc1-n1c(O)c(/C=N/c2nccs2)c(=O)[nH]c1=O,0%,-7%&8%,u,19%&11%,-7%&-3%,-0.1%&1.0%,-3%&0%
COC(=O)[C@@]1(Cc2ccccc2)[C@H]2c3cc(C(=O)N(C)C)[nH]c3C[C@H]2CN1C(=O)c1ccccc1,x,x,-6%,x,-3%,5.0%,-5%
Cc1ccc(N/N=C/c2c(O)n(-c3ccccc3)c(=O)[nH]c2=O)cc1,x,-3%,-10%,-5%,9%,0.9%,-1%
CCOc1ccc(-n2c(O)c(C=NCCN(CC)CC)c(=O)[nH]c2=O)cc1,4%,4%,10%,-4%[46.1 µM],22%[38.3 µM],0.0%,-3%
CCOC(=O)[C@@]1(C#N)C(c2ccc(Cl)c(Cl)c2)[C@H](C(N)=O)N2C=C(C(C)=O)C=C[C@H]21 (some centres undefined),-11%,-19%,-8%,-28%[46.1 µM],2%[38.3 µM],0.0%,-2%
O=C(c1cn(Cc2ccccc2)c2ccccc12)N1CCCCC1,x,6%,10%,-41%,3%,-7.0%,-2%
Oc1ccc2c3c1O[C@H]1c4c(c5ccccc5n4Cc4ccccc4)C[C@@]4(O)C(C2)N(CC2CC2)CC[C@]314,x,x,2%,x,39%[activator],1.1%,x
O=C(Cc1ccccc1)Oc1cccc(N2C(=O)CCC2=O)c1,6%,-19%[9.22 µM],1%,-19%[46.1 µM],12%[38.3 µM],6.6%,2%
CCN1CCN(C(=O)Cc2c(C)n(C(=O)c3ccc(Cl)cc3)c3ccc(OC)cc23)CC1,u,-9%,-13%,u,15%,0.3%,-1%
O=C(O)COc1ccccc1/C=C1\C(=O)NC(=O)N(CCC2=CCCCC2)C1=O,x,-11%[9.22 µM],-2%,3%,x,-1.0%,x
O=C(CCc1nc(-c2ccccc2F)no1)N1CCC2(CC1)OCCO2,9%,-5%,-1%,-3%[46.1 µM],3%[38.3 µM],0.0%,-1%
CN1CCC(n2nccc2N)CC1,-5%,-14%,-4%,-6%[46.1 µM],6%[38.3 µM],-1.0%,0%
Cc1nnc(SCc2nc3ccccc3c(=O)n2-c2ccccc2Cl)n1N,8%,9%,5%,-6%[46.1 µM],22%[38.3 µM],-1.1%,-1%
CC(NC(=O)Cc1cccc2ccccc12)C(=O)N1CCC(=O)CC1 (centres undefined),u,-12%,4%,8%,-4%,0.0%,-1%
COc1ccc(CNC(=O)/C=C\c2ccc3[nH]cc(CCN(C)C)c3c2)cc1,x,x,3%[21.7 µM],x,24%,-1.4%,7%
OC(CCNCCc1c[nH]c2ccccc12)C(F)(F)Cl (centres undefined),u,-3%,-19%,8%,-1%,8.9%,3%
CC[N+](CC)(CC)CCCOC(=O)C(O)(c1ccccc1)C1CCCCC1 (centres undefined),0%,9%,6%,-1%[46.1 µM],61%[activator][38.3 µM],-0.5%,-5%
CCNC(=O)[C@H]1O[C@@H](n2cnc3c(N)ncnc32)[C@H](O)[C@@H]1O,u,x,13%&11%&4%,15%,-9%&8%,0.0%&0.0%&-1.6%,x
Cc1ccc(CN(C)CCc2ccccn2)cc1,-1%,18%,3%,u,-1%[38.3 µM],0.7%,2%
O=C(Cn1c(=O)oc2cc(S(=O)(=O)N3CCCC3)ccc21)Nc1cccc(C(F)(F)F)c1,u,-20%[9.22 µM],1%,-1%[46.1 µM],15%[38.3 µM],5.8%,-6%
O=C(/C=C/c1ccccc1)C1C(=O)c2ccccc2C1=O,u,u,-2%,-44%,2%,1.1%,-13%
CCCCn1nc(C)c(C(=O)O)c1Cl,x,-15%[9.22 µM],16%,4%,x,-1.8%,x
Cc1ccnc(-n2c(-c3ccccc3)nc3ccccc3c2=O)c1,-6%,16%,2%,-12%[46.1 µM],8%,-3.4%,3%
CC(=O)OC1C2C(OC(=O)Cc3ccccc3)C(C)CC2(OC(C)=O)C(=O)/C(C)=C/C2C(CC[C@@]13CO3)C2(C)C (some centres undefined),x,x,9%,x,13%,-1.3%,-4%
COc1ccc(CCNCc2ccc(C)s2)cc1OC,14%[46 µM],5%,-16%,-3%,9%,-3.9%,0%
COc1ccc(C(=O)C2CCCN(Cc3ccc(C)s3)C2)c(OC)c1 (centres undefined),-15%[46 µM],-2%[9.22 µM],-1%,17%,13%,3.2%,0%
O=C(NC(Cc1ccccc1)C(=O)N1CCC2(CC1)OCCO2)C1CCCCC1 (centres undefined),6%,9%,-1%,-6%[46.1 µM],2%[38.3 µM],-1.1%,-5%
CC(=O)N(C1=NCCCS1)c1ccc(Cl)cc1,x,-29%,-2%,28%,2%,1.3%,4%
COC(=O)CC1=C(C(=O)OC)C2(C(=O)N(C)c3ccccc32)C(C#N)=C(N)O1 (centres undefined),-3%,8%,-4%,-3%[46.1 µM],-12%[38.3 µM],1.6%,2%
CC(C)C(=O)N1CCN(CCN=Cc2c(O)n(C)c(=O)n(C)c2=O)CC1,1%,22%,1%,-6%[46.1 µM],6%[38.3 µM],-2.2%,7%
O=c1[nH]c(=O)n(-c2cccc(Cl)c2)c(O)c1/C=N/c1ccccn1,8%,0%[9.22 µM],11%,-12%[46.1 µM],1%[38.3 µM],5.6%,1%
CCCOP(=O)(OCCC)C(Nc1ccc(C(C)C)cc1)c1ccc([N+](=O)[O-])cc1 (centres undefined),u,-4%,-13%,u,x,-0.7%,x
CC(=O)[C@H]1CCC2C3CC[C@H]4C[C@H](O)CC[C@]4(C)C3CC[C@@]21C (some centres undefined),u,x,-8%,u,16%,-0.1%,-1%
COc1ccc(C(CC(=O)N2CCC3(CC2)OCCO3)NS(=O)(=O)c2ccc(C)cc2)cc1 (centres undefined),-1%,12%,7%,-10%[46.1 µM],14%[38.3 µM],2.4%,4%
Cc1cc(/C=C2\C(=O)NC(=O)N(Cc3ccco3)C2=O)c(C)n1-c1ccc(O)cc1,x,10%[9.22 µM],-5%,7%,24%,-1.5%,-14%
NC(=O)c1ncn([C@@H]2O[C@H](CO)[C@@H](O)[C@H]2O)n1,u,8%,-2%,8%,-3%&-2%&12%,1.0%&-0.2%,0%&-2%
CCOC(=O)C1(CCOc2ccccc2)CCN(Cc2ccc(C)s2)CC1,u,8%[9.22 µM],3%,-42%,26%,-3.1%,1%
C=CCn1c(O)c(C(C)=NCc2cc(OC)cc(OC)c2)c(=O)[nH]c1=O,u,-7%,0%,-20%[46.1 µM],26%[38.3 µM],1.9%,-3%
CCOC(=O)C1(Cc2ccc(Cl)cc2)CCN(C(C)CCn2cccn2)CC1 (centres undefined),x,-4%[9.22 µM],13%,2%,12%,-0.2%,x
Cc1nn(Cc2ccccc2)c(Cl)c1C(=O)Nc1ccc(OC(F)(F)F)cc1,-12%,-21%,1%,-14%,10%,1.1%,5%
N/C(=N\[N+](=O)[O-])N/N=C/c1ccc(O)cc1,5%,-2%,-2%,-3%[46.1 µM],0%[38.3 µM],0.0%,-8%
CC(C)CCn1c(N2CCN(c3cccc(Cl)c3)CC2)nc2c1c(=O)[nH]c(=O)n2C,-8%,-5%,1%,-48%,34%[activator],-0.1%,2%
Nc1ccccc1C(=O)c1ccccc1,8%,-11%,1%,-2%[46.1 µM],1%[38.3 µM],1.7%,-2%
CC(C)n1c(/C=C\[C@@H](O)C[C@@H](O)CC(=O)O)c(-c2ccc(F)cc2)c2ccccc21,u,x,-14%[21.7 µM],x,-5%,11%[16.9 µM],0%[17.1 µM]
CC(C)(C)NCC(O)c1ccccc1Cl (centres undefined),-27%,-7%,11%&10%,-10%[46.1 µM],6%&3%,2.3%&-1.3%,-3%&-2%

Full records, looked up by structure. Order of values: Lamin A splicing | HttQ103 aggreg | CBFb-RUNX1 inh | NPSR antagonist | IMPase Li cell | Epigenetic derep | KinaseGlo FLuc
CCCOP(=O)(OCCC)C(Nc1ccc(C(C)C)cc1)c1ccc([N+](=O)[O-])cc1 (centres undefined) across the screens: u | -4% | -13% | u | x | -0.7% | x
Cc1nn(Cc2ccccc2)c(Cl)c1C(=O)Nc1ccc(OC(F)(F)F)cc1 across the screens: -12% | -21% | 1% | -14% | 10% | 1.1% | 5%
